Assay outcomes: PubChem BioAssay, National Center for Advancing Translational Sciences (NCATS)
HepG2 tox: kills HepG2 cells in TGF-b inhibitor counter-screen. HepG2 CAGA-GFP viability, ATP luminescence, 18 h. Potency, µM (top dose mostly 46.1 µM), without a hit: top-dose activity change, negative = cytotoxicity, hits mostly cytotoxic. 0.76% of 410,000 active. AID 588856; further: some results filed as inactive show a strong effect at the top dose
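HepG2 CAGA-GFP cells (1000/well, DMEM with 1% FBS) received compound, then TGF-beta at 500 pg/mL final, and were incubated 18 hours at 37 degrees C. Viability was read by CellTiter-Glo luminescence. Media-only wells were set as complete cell-killing and DMSO as no toxicity.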
TGFb SMAD3 inh: blocks TGF-b signaling. HepG2 CAGA-GFP TGF-b/SMAD3 reporter, GFP fluorescence, 18 h; TGF-beta stimulated, 500 pg/mL final. Potency, µM (highest dose often 46.1 µM), inactives show at the top dose activity, negative = inhibition, actives largely listed as inhibitors. 1.2% of 410,000 active. AID 588855; further: on the % scale 0 is the no-effect control and ±100 the full control effect; nearly all actives have a fitted effect of over 65% in size
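Per well, imaged GFP fluorescence of HEPG2 CAGA-GFP cells gives the signal; cells get compound, then TGF-beta (500 pg/mL final), 18 h at 37 degrees C; %Activity versus -TGF-beta and +DMSO controls.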
MmCpn inh: blocks the Methanococcus maripaludis chaperonin Mm-Cpn | purified Mm-Cpn ATPase, ADP Transcreener TR-FRET | Potency, µM (series often up to 76.9 µM), for the others: at the top dose activity, negative = inhibition, hits mostly inhibitors | 0.031% of 330,000 active | AID 504842; further: on the % scale 0 is the no-effect control and ±100 the full control effect; nearly all actives have a fitted effect of over 80% in size
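ATPase read-out: TR-FRET ADP immunoassay (anti-ADP Eu cryptate vs ADP-d2), ex 320 nm, em 590/665 nm; signal drops as ADP forms. Enzyme 25 nM, ATP 10 uM, 30 min at 37°C after 10 min compound preincubation.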
* = called active by the depositor; . = not tested or not shown. The call rests on the fitted dose curve; in most records, active means well fitted curve in the direction sought with a large enough effect; inconclusive means small, poorly fitted or top-dose-only effect, or another doubt; inactive means no such curve, though single readings can be large; an effect the other way counts as inactive or inconclusive. Potency means the concentration at half of the fitted maximal effect. These rows are one share of the data. The share of hits here may be higher or lower than overall.

SMILES | HepG2 tox | TGFb SMAD3 inh | MmCpn inh
CC(=O)O[C@@]12CO[C@@H]1C[C@H](O)[C@@]1(C)C(=O)[C@H](O)C3=C(C)[C@@H](OC(=O)[C@H](O)[C@@H](NC(=O)OC(C)(C)C)c4ccccc4)C[C@](O)([C@@H](OC(=O)c4ccccc4)[C@H]21)C3(C)C | . | . | -2%
C[C@@H]1C[C@H]2[C@@H]3C[C@H](F)C4=CC(=O)C(Cl)=C[C@]4(C)[C@@]3(F)[C@@H](O)C[C@]2(C)[C@@]1(O)C(=O)CO | . | . | -11%
Cc1cc(O)c2c(c1)C(=O)c1cccc(O)c1C2=O | . | . | 0%
CN(CCOc1ccc(NS(C)(=O)=O)cc1)CCc1ccc(NS(C)(=O)=O)cc1 | . | . | 2%
[Cl][In]([Cl])[Cl] | 2% | 4% | .

Quoted from the listing.
Reading of Cc1cc(O)c2c(c1)C(=O)c1cccc(O)c1C2=O under MmCpn inh: 0%
Reading of CC(=O)O[C@@]12CO[C@@H]1C[C@H](O)[C@@]1(C)C(=O)[C@H](O)C3=C(C)[C@@H](OC(=O)[C@H](O)[C@@H](NC(=O)OC(C)(C)C)c4ccccc4)C[C@](O)([C@@H](OC(=O)c4ccccc4)[C@H]21)C3(C)C under MmCpn inh: -2%

Single records, as listed above. Screens in order: HepG2 tox	TGFb SMAD3 inh	MmCpn inh
Entry for `CN(CCOc1ccc(NS(C)(=O)=O)cc1)CCc1ccc(NS(C)(=O)=O)cc1` = .	.	2%
Entry for `CC(=O)O[C@@]12CO[C@@H]1C[C@H](O)[C@@]1(C)C(=O)[C@H](O)C3=C(C)[C@@H](OC(=O)[C@H](O)[C@@H](NC(=O)OC(C)(C)C)c4ccccc4)C[C@](O)([C@@H](OC(=O)c4ccccc4)[C@H]21)C3(C)C` = .	.	-2%

2 records drawn at random from the list so far:
SMILES | HepG2 tox | TGFb SMAD3 inh | MmCpn inh
[Cl][In]([Cl])[Cl] | 2% | 4% | .
Cc1cc(O)c2c(c1)C(=O)c1cccc(O)c1C2=O | . | . | 0%
